TNAP act hi DEA – TNAP activators at high phosphate acceptor level, primary screen, biochemical, luminescence, uHTS; purified TNAP, CDP-star luminescence, 1 M DEA, 30 min; hits give high values; 0 = EDTA background, 1 = DMSO-only activity; Alkaline phosphatase, tissue-nonspecific isozyme (Homo sapiens), P05186; 200,000 tested, under 10 active; activation factor at 20 µM;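 active means activation factor at least 2 at 20 µM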
Target sequence (P05186 whole entry, looked up): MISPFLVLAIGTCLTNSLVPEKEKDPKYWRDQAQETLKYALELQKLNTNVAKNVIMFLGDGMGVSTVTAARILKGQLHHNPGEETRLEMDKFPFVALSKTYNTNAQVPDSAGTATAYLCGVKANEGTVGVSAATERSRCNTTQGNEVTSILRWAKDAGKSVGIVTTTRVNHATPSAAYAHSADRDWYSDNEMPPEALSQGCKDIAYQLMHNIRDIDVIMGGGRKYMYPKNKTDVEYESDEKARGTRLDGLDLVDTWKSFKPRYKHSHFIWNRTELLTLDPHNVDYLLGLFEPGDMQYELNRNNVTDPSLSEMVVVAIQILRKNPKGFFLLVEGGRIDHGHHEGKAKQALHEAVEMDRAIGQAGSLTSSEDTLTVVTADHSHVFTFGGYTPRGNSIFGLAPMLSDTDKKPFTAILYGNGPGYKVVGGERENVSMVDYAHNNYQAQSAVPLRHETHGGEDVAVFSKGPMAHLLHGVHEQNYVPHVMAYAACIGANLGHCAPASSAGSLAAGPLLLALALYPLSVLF
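Dosing: 20 µM single point. System: human TNAP. Amount: TNAP 1/800 final. Incubation: 30 min, room temperature. Read-out: TNAP activation factor scaled between EDTA and DMSO control wells. Signal: luminescence from CDP-star hydrolysis. Medium: 1 M DEA, pH 9.8, Mg2+, Zn2+. Control set: EDTA negative control, DMSO positive control.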
bIAP activator – bovine intestinal alkaline phosphatase activators, primary screen, biochemical, bovine IAP, CDP-star luminescence. alkaline phosphatase, intestinal [Bos taurus]. activation factor at 20 µM. purified bovine IAP, 30 min; hits give high values; fold of DMSO-control signal, blank-subtracted. 200,000 compounds, 0.17% hits;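 active means activation factor of 2 or more at 20 µM, a signal rise over negative controls twice the positive control's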
RAM network inh – inhibitors of the yeast RAM network, primary screen, dse1pr::URA3 reporter, 5-FOA selection; S. cerevisiae dse1pr::URA3 reporter, 5-FOA growth OD615, 2 d; analog-sensitive cbk1-as2 kinase mutant strain; inhibition, % at 50 µM; 190,000 compounds, 1.8% hits; AID 868, 2007;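 active means inhibition above a set limit, 3 SD over mean compound inhibition, cut at about 8.4% in these data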;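 further: 0% = DMSO-only wells with no growth and 100% = 10 µM 1-NA-PP1 full growth; inhibition rescues growth on 5-FOA so higher OD means more RAM inhibition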
Lmaj promast – Leishmania major promastigote growth inhibition, primary screen; Leishmania major promastigotes, resazurin fluorescence viability; inhibition, % at 10 µM; 200,000 compounds, 9% hits; in the data active means inhibition above about 50%;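 further: promastigotes grown with compound for 44 hours at 28 °C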
FLuc inh counter – firefly luciferase enzyme inhibitors, primary screen, artefact control for luciferase-based inhibitor screens, biochemical, luminescence, ATPLite; Luciferin 4-monooxygenase (Photinus pyralis), P08659; 10 min; inhibition, % at 10 µM; 200,000 compounds, 1.5% hits; AID 1006, 2008;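 active means inhibition above about 50% when tested at 10 µM, limit read from the data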
Target sequence (P08659 whole entry, looked up): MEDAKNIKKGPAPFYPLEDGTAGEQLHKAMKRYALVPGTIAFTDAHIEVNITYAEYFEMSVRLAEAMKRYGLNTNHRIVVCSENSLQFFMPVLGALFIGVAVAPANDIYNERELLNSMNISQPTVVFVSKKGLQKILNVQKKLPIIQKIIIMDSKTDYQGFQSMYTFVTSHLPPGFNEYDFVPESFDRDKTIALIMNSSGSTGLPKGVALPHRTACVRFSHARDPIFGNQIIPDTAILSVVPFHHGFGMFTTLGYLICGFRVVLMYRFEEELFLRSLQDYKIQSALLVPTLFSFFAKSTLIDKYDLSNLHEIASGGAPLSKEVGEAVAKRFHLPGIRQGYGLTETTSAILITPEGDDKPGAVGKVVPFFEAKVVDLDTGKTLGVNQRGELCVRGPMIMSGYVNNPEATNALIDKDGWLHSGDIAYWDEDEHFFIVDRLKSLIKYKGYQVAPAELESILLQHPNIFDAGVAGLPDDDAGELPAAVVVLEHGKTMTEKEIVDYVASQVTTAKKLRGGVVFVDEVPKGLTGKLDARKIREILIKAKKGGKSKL
TNAP inh hiacc – human TNAP enzyme inhibitors, primary screen, biochemical, luminescent, high phosphate acceptor level, uHTS | purified TNAP, CDP-star luminescence, 1 M DEA | 200,000 compounds, 0.03% hits | inhibition, % at 20 µM | Alkaline phosphatase, tissue-nonspecific isozyme (Homo sapiens), P05186;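 active means over 50% inhibition of tissue-nonspecific alkaline phosphatase at 20 µM in the single-dose screen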;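 further: plate controls were DMSO wells for no effect and EDTA-quenched wells as full inhibition for full effect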
TNAP inh noacc – human TNAP enzyme inhibitors, primary screen, biochemical, luminescent, no phosphate acceptor, uHTS | inhibition, % at 20 µM | Alkaline phosphatase, tissue-nonspecific isozyme (Homo sapiens), P05186 | purified TNAP, CDP-star luminescence, 30 min | 200,000 compounds, 0.26% hits | AID 1012, 2008;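 active means tissue-nonspecific alkaline phosphatase inhibition above about 50% at 20 µM in the single-dose screen, limit read from the data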;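 further: 0% = DMSO negative control and 100% = EDTA positive control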
APP 5UTR inh – inhibitors of APP translation via 5'UTR reporter, primary screen, APP 5'UTR luciferase, SH-SY5Y cells; SH-SY5Y APP 5'UTR-luciferase reporter, luminescence; inhibition, % at 2 µM; 190,000 compounds, 0.82% hits;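 active means inhibition above a set limit, derived from the sample mean plus 3 SD, cut at about 45% in these data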; further: values of inactives mirror those of a sister screen read the other way
FLuc act counter – FLuc activators, initial screening, artefact control for FLuc-dependent activation tests, biochemical, ATPlite luminescence | ATPlite luciferase biochemical, 10 min; 0 = ATP-free wells, 1 = DMSO control | Luciferin 4-monooxygenase (Photinus pyralis), P08659 | 200,000 tested, under 10 active | AID 1027, 2008 | activation factor at 10 µM;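 active means luciferase activation factor, scaled between plate controls, of at least 2 with compound at 10 µM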
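Material: Luciferase/luciferin reagent mix; Doses: test compounds dosed from 2 mM stocks in 100% DMSO; Schedule: 10 min incubation after luciferase reagent addition, room temperature; Measured by: luminescence from luciferase reaction; Read-out: luminescence gain marking luciferase activators.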
bIAP inhibitor – bovine intestinal alkaline phosphatase inhibitors, primary screen, selectivity assay for TNAP inhibitor project, biochemical, bovine IAP, CDP-star luminescence | 190,000 tested, under 10 active | inhibition, % at 20 µM | AID 1019, 2008 | purified bovine IAP, 30 min | alkaline phosphatase, intestinal [Bos taurus];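 active means over 50% inhibition of intestinal alkaline phosphatase at 20 µM in the single-dose screen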
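Incubation: 30 min reaction at room temperature / Material: purified bovine intestinal alkaline phosphatase (IAP) enzyme / Input: enzyme at 1/65,000,000 dilution / Dosing: 20 µM single dose / Signal: CDP-star luminescence signal / Reagent: CDP-star chemiluminescent phosphatase substrate, 30 µM final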
An asterisk follows results filed as active.

| molecule | APP 5UTR inh | bIAP activator | RAM network inh | Lmaj promast | FLuc act counter | FLuc inh counter | TNAP inh hiacc | TNAP inh noacc | bIAP inhibitor | TNAP act hi DEA |
| --- | --- | --- | --- | --- | --- | --- | --- | --- | --- | --- |
| Cc1cc(C)c2nc(SCC(=O)N3CCCCC3)c(C#N)cc2c1 | 11 | 0.9 | 1.4 | 3 | 1 | -4 | -3 | -7 | 12 | 1 |
| COc1ccc(/C(C)=N/NS(=O)(=O)c2ccccc2)c(OC)c1 | -16 | 1 | 0.2 | 0 | 1.1 | -10 | -6 | -10 | -2 | 1.1 |
| CN(C)c1ccc(NC(=O)CCn2c(=S)oc3ccccc32)cc1 | -106 | 1.1 | 1.3 | 19 | 1 | 2 | 0 | -10 | -6 | 1 |
| CCOC(=O)c1c(NC(=O)CCC(=O)NCc2ccco2)sc2c1CCCC2 | -9 | 0.9 | 10.0* | 31 | 1.1 | -9 | -8 | 2 | 6 | 1.1 |
| COc1ccc(-c2csc(NC(=S)NC(=O)c3ccco3)n2)cc1 | -41 | 0.9 | 1.4 | -5 | 1 | -5 | 1 | 1 | 11 | 1 |
| O=C1CS/C(=C/C(=O)c2cccc(Cl)c2)N1 | -14 | 1 | 1.4 | 0 | 1 | 3 | -2 | -8 | 4 | 1 |
| O=Cc1ccc2oc3nc4n(c(=O)c3c(=O)c2c1)CCCS4 | 8 | 1 | 0.0 | 0 | 1.1 | -8 | 1 | 5 | 0 | 1 |
| O=C(CC(=O)N/N=C\c1c(Cl)cccc1Cl)NCc1ccccc1 | -2 | 1 | 1.3 | -3 | 1.1 | -7 | -3 | -7 | 3 | 1 |
| COc1ccc(Cl)cc1NC(=O)CCc1ccccc1 | 9 | 0.8 | -0.3 | 3 | 1 | -3 | 2 | -5 | 18 | 1 |
| Cc1nc([N+](=O)[O-])nn1C12CC3CC(CC(Br)(C3)C1)C2 | -7 | 0.9 | 2.7 | 98* | 1.1 | -6 | -2 | -5 | 12 | 1 |
| Cc1cc2sc(C(=O)O)c(C)c2s1 | 9 | 1.1 | 0.7 | -9 | 1 | -4 | 0 | -10 | -5 | 1 |
| COc1ccc(CNC(=O)CN2C(=O)C3CCCN3c3ncc(Cl)cc32)cc1 (stereo not given) | -18 | 0.6 | 4.6 | -6 | 1.1 | -6 | -8 | -30 | 39 | 1.1 |
| CC(=O)Nc1ccc(OS(=O)(=O)c2ccc([N+](=O)[O-])cc2)cc1 | 25 | 0.9 | 0.1 | 23 | 1 | 1 | 1 | -6 | 9 | 1 |
| NC1=C([N+](=O)[O-])C(c2ccccc2)C2=C(CCCC2=O)O1 (stereo not given) | 9 | 1 | -1.8 | -4 | 1 | 1 | -3 | -4 | 4 | 1 |
| CC1CCCCN1CCNC(=O)Cn1nc(-c2ccccc2)ccc1=O (stereo not given) | 3 | 0.9 | -1.3 | -4 | 1.1 | -10 | -2 | -3 | 11 | 1 |
| COC(=O)Cc1ccc(NC(=S)Nc2ccccn2)cc1 | -19 | 0.8 | 1.9 | 0 | 0.7 | 26 | -6 | 1 | 18 | 1.1 |
| COc1ccccc1N/C=C/c1onc(C)c1[N+](=O)[O-] | -142 | 0.7 | 0.6 | -5 | 0.4 | 59* | 24 | 12 | 25 | 0.8 |
| CCc1cc(=O)oc2cc(OCC(=O)OC)c(Cl)cc12 | -1 | 0.9 | 5.0 | -4 | 1 | -2 | 0 | -9 | 10 | 1 |
| Brc1ccc(NC2=Nc3ccccc3CC2)cc1 | -99 | 0.9 | 1.2 | 41 | 0.9 | 10 | -3 | -9 | 6 | 1 |
| CC(=O)NC(=S)c1c(N)n(Cc2ccccc2)c(=O)n(C)c1=O | -4 | 1 | 0.9 | 2 | 1 | -4 | -2 | -8 | 3 | 1 |
| COc1ccc(C(=O)COC(=O)CCC(=O)c2cccs2)cc1 | 36 | 0.9 | 0.5 | -4 | 1 | -3 | -2 | -14 | 13 | 1 |
| Cc1cc(C)n(-c2nc3ccccc3nc2N2CCN(S(=O)(=O)c3ccc(F)c(C)c3)CC2)n1 | -4 | 1 | 0.9 | 20 | 1.1 | -5 | 1 | -4 | 4 | 1 |
| O=C(Cn1nnc(-c2ccccc2F)n1)OCC(=O)c1ccccc1 | 0 | 1.1 | 3.0 | 1 | 1 | -2 | 4 | -31 | -13 | 1 |
| C=C(C)Cn1c(SCC(=O)N/N=C/c2cccc(O)c2)nc2ccccc2c1=O | -2 | 1 | -0.1 | 5 | 1.1 | -6 | 0 | -10 | -2 | 1 |
| CCN1CCN(C(=O)C2CCC(CNS(=O)(=O)c3ccccc3)CC2)CC1 (stereo not given) | -15 | 0.6 | 1.7 | 20 | 1 | -4 | -1 | -8 | 39 | 1 |
| CC(C)CC1(C(=O)O)NC(c2ccccc2O)C2C(=O)N(C(C)C)C(=O)C21 (stereo not given) | -7 | 1.1 | 0.5 | -4 | 1 | 0 | -6 | -14 | -9 | 1.1 |
| O=C(Nc1ccccc1)N(Cc1ccccc1)CC(O)C(F)(F)F (stereo not given) | -1 | 0.9 | 1.1 | -7 | 1.1 | -7 | 0 | -8 | 7 | 1 |
| Cc1ccnc(SCc2cc(=O)c(OC(=O)c3ccc(S(=O)(=O)N4CCCC4)cc3)co2)n1 | 11 | 0.8 | -0.3 | -5 | 1 | -2 | 1 | -3 | 23 | 1 |
| CCC(=O)Nc1c2c(nn1-c1ccc(C)cc1C)CSC2 | -7 | 0.9 | 2.0 | -2 | 1 | -3 | 0 | -7 | 9 | 1 |
| O=C(NCCOc1ccccc1)c1ncn[nH]1 | 4 | 0.9 | 2.7 | -7 | 1.1 | -8 | -7 | -5 | 12 | 1.1 |
| O=C(CSc1n[nH]c(-c2ccncc2)n1)c1cccc([N+](=O)[O-])c1 | -12 | 1.1 | 0.5 | 15 | 1 | -3 | 0 | 7 | -6 | 1 |
| Cn1c2ccccc2n2c(=O)c(=O)n(CC(=O)c3ccc(F)cc3)nc12 | -17 | 0.9 | 4.0 | 3 | 1.1 | -7 | -6 | -13 | 12 | 1.1 |
| CC(C)(CO)NCc1cc(Br)ccc1OCc1ccccc1 | 13 | 1 | 0.8 | 24 | 1 | 1 | -10 | -11 | -3 | 1.1 |
| CN(C)S(=O)(=O)c1cccc(-c2nnc(SCC(=O)NCCCCCC(=O)O)n2-c2ccc(F)cc2)c1 | -9 | 1.2 | 2.8 | 1 | 1.1 | -7 | -5 | 1 | -19 | 1 |
| CCCSc1nsc(NC(=O)CC)n1 | -112 | 1.1 | -0.4 | 15 | 0.9 | 14 | -7 | -7 | -6 | 1.1 |
| O=C(O)c1cccc(-c2ccc(/C=N/Nc3nn[nH]n3)o2)c1 | -11 | 1.1 | 0.7 | -8 | 1 | -4 | -4 | 0 | -7 | 1 |
| O=C(CSc1ccc2nnc(-c3ccncc3)n2n1)Nc1ccccc1F | 5 | 0.9 | 0.7 | 7 | 1.1 | -7 | -6 | -21 | 11 | 1.1 |
| O=C(CSc1nnc(-c2ccc(F)cc2)c2ccccc12)NCC1CCCO1 (stereo not given) | -8 | 1.1 | 1.5 | -2 | 1 | -1 | 3 | -9 | -9 | 1 |
| O=C(Nc1ccc2c(c1)OCCO2)C1CCCN(S(=O)(=O)c2cccnc2)C1 (stereo not given) | -9 | 0.9 | 0.9 | -4 | 1 | -3 | -3 | -10 | 12 | 1 |
| CC1=C(C(=O)N2CCCCC2)C(c2cccs2)C2=C(CCCC2=O)N1 (stereo not given) | -2 | 1 | 0.4 | -5 | 1 | -2 | -4 | -11 | -1 | 1 |
| CCOC(=O)c1c(-c2ccncc2)csc1N | -3 | 0.9 | 0.3 | 1 | 1.1 | -6 | -5 | -14 | 9 | 1.1 |
| Cc1cccc(C)c1NC1=C(Cl)C(=O)OC1OC(C)C (stereo not given) | -1 | 0.6 | 1.9 | 50* | 1 | -1 | -2 | -5 | 42 | 1 |
| CCNC(=S)NNC(=O)Nc1ccccc1 | -4 | 1.1 | 1.1 | -2 | 1.1 | -7 | 9 | -14 | -8 | 0.9 |
| Cc1ccc(N=c2c([N+](=O)[O-])nn(-c3ccc4c(c3)OCCO4)n2O)cc1F | 19 | 0.9 | 1.4 | 23 | 1 | -2 | 6 | 1 | 13 | 0.9 |
| Cc1cccc(C)c1NC(=O)CN1N=NC2C(=O)N(c3cccc(Cl)c3)C(=O)C21 (stereo not given) | -1 | 1.2 | -0.6 | 48 | 1.1 | -6 | -4 | -32 | -24 | 1 |
| Cc1c(OCC(=O)OC(C)C)ccc2c3c(c(=O)oc12)CCC3 | -4 | 1 | 6.5 | -4 | 1 | -4 | -6 | -10 | -1 | 1.1 |
| O=C(Nc1cccn(Cc2c(Cl)cccc2Cl)c1=O)c1ccc(Cl)cc1 | -3 | 1 | 2.7 | -4 | 1.1 | -10 | -4 | 0 | -2 | 1 |
| CCCC(=O)Nc1c(C(=O)OCC)oc2ccccc12 | 0 | 1 | 2.5 | -3 | 1 | -5 | 0 | 5 | -3 | 1 |
| c1c2c(cc3sc(N4CCCCC4)nc13)OCO2 | -206 | 1 | -0.5 | -3 | 0.2 | 80* | -4 | -15 | 3 | 1 |
| COc1ccc(-n2nnc3c(=O)n(CC(=O)NCC4CCCO4)cnc32)cc1 (stereo not given) | -2 | 1 | 1.1 | 0 | 1 | 0 | -3 | -11 | 1 | 1 |

New compounds follow
| molecule | APP 5UTR inh | bIAP activator | RAM network inh | Lmaj promast | FLuc act counter | FLuc inh counter | TNAP inh hiacc | TNAP inh noacc | bIAP inhibitor | TNAP act hi DEA |
| --- | --- | --- | --- | --- | --- | --- | --- | --- | --- | --- |
| CSc1nnc(-c2cccs2)n1-c1ccccc1 | 5 | 0.8 | -0.1 | -3 | 1.1 | -5 | -2 | -9 | 20 | 1 |
| COc1ccc(OC)c(NC(=O)c2cn(C)c(=O)c3cc(OC)c(OC)cc23)c1 | 5 | 1.1 | 1.7 | 8 | 1 | -1 | -4 | -6 | -9 | 1 |
| COc1ccc(C(=S)N2CCCCCC2)cc1 | 7 | 0.9 | -1.3 | -2 | 1.1 | -8 | -4 | -12 | 5 | 1 |
| c1ccc(CNc2ncnc3c2ncn3C2CCCCO2)cc1 (stereo not given) | -46 | 1 | 0.5 | -8 | 1 | 0 | -5 | -6 | 2 | 1.1 |
| CN(C)S(=O)(=O)c1ccc(Cl)c(NC(=O)CSc2nc3c(cc2C#N)C(=O)CCC3)c1 | -4 | 1.2 | 0.6 | 1 | 1 | 2 | 3 | -9 | -19 | 1 |

Hits appear at their usual frequency. About 13% of those tested had a hit in this group.
